Compound activity from PubChem.
RSV CPE inhibition – RSV antiviral activity via CPE protection, HEp-2 cells, primary 10 µM value included (AID 2391); HEp-2 cells, RSV-induced CPE inhibition; higher % means a stronger effect; 310,000 tested, 0.13% active; one-dose CPE inhibition, % at 10 µM; IC50 in µM for titrated hits; in the data active = a potency from the dose series; inconclusive = CPE inhibition mostly from about 23% at the one dose, without a potency; inactive = the rest, 99 in 100 with CPE inhibition below about 21%; note: strong numbers were not always called active
TNAP activators – human TNAP enzyme activators, primary screen, biochemical, luminescent, no phosphate acceptor, uHTS (AID 1001). activation fold at 20 µM; hits with a dose series show EC50 in µM. 200,000 tested, 0.03% active. purified TNAP, luminescent activation assay, no phosphate acceptor; higher activation fold means a stronger effect. Alkaline phosphatase, tissue-nonspecific isozyme (Homo sapiens); in the data active = activation fold from about 3, or a potency from the dose series; inactive = the rest, 99 in 100 with activation fold below about 1.6; note: many of its hits are not listed in these tables
M1AAP inhibition – P. falciparum M1AAP inhibitors, biochemical, fluorogenic H-Leu-NHMec substrate, 1536-well (AID 1445); inhibition, % at 30 µM, or IC50 in µM where a hit was titrated; 220,000 tested, 0.42% active; recombinant M1AAP, H-Leu-NHMec fluorogenic kinetic assay; higher % means a stronger effect;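 active = primary inhibition above the hit cutoff, then over 50% inhibition at one or more dose response concentrations, cut at about 23% in these data, passing the limit was not always enough; inconclusive = conflicting primary data, or primary hits not chosen for dose response; inactive = low primary inhibition, or under 50% at every dose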;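 note: plate controls were DMSO full reaction for no effect and no enzyme background for full effect; strong numbers were not always called active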
PMI inhibition – human PMI inhibitors, high substrate, primary screen, biochemical, fluorescence intensity, high mannose 6-phosphate (AID 1220). 190,000 tested, 0.66% active. inhibition, % at 20 µM, or IC50 in µM where a hit was titrated. Mannose-6-phosphate isomerase (Homo sapiens). recombinant PMI enzyme, coupled fluorescence intensity; higher % means a stronger effect
West Nile antiviral – West Nile virus antiviral activity, cell-based, CPE readout (AID 1621); West Nile virus-infected cells, CPE inhibition; higher % means a stronger effect; CPE inhibition, % at 10 µM, or IC50 in µM where a hit was titrated; 290,000 tested, 0.02% active; in the data active = a potency from the dose series; inconclusive = CPE inhibition mostly from about 3.7% at the one dose, without a potency; inactive = the rest, 99 in 100 with CPE inhibition below about 2.2%; note: strong numbers were not always called active
human PMI inhibition – inhibitors of human PMI, primary screen, biochemical, fluorescence intensity, coupled assay (AID 1209). inhibition, % at 20 µM; hits with a dose series show IC50 in µM. purified PMI enzyme, coupled fluorescence intensity; higher % means a stronger effect. 190,000 tested, 0.42% active;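 note: plate controls were DMSO vehicle for no effect and wells lacking substrate for full effect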
M17LAP inhibition – P. falciparum M17LAP inhibitors, primary screen, biochemical, fluorogenic H-Leu-NHMec substrate, 1536-well (AID 1619); Leucine aminopeptidase (Plasmodium falciparum (isolate 3D7)); recombinant M17LAP, H-Leu-NHMec fluorogenic kinetic assay; higher % means a stronger effect; inhibition, % at 30 µM, or IC50 in µM where a hit was titrated; 220,000 tested, 0.38% active;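 active = compound inhibiting the enzyme by more than half at any dose during confirmatory dose-response retesting; inconclusive = strong single-dose inhibitors picked by rank but not retested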;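 note: plate controls were full reaction with DMSO carrier for no effect and no enzyme background for full effect; strong numbers were not always called active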
T cell HTS – modulators of CD8 T cell-vesicle binding, primary screen, mouse 2C CD8+ T cells, flow cytometry | 2C CD8+ T cell-vesicle binding; hits give low values | calls only at 7 µM | 330,000 tested, 0.068% active;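 active = response, share of CD8 T cells binding vesicles, and their 90th percentile fluorescence all below set limits, cut at about 80% in these data, passing the limit was not always enough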
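Benchmarks: naked versus QL9-loaded vesicles / Assay system: purified 2C TCR transgenic mouse naive CD8+ T cells / Technique: high-throughput flow cytometry with anti-B7-1 and anti-CD8 staining / Timing: Cell–vesicle co-incubation 1.5 h at 37 °C, staining 20 min on ice / Read-out: percent CD8+ FL2 mean versus row control / Probe or stimulus: QL9-loaded Drosophila micro-vesicles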
K1F lysis inhibition – inhibition of K1F phage lysis, E. coli UTI89, bacterial capsule biogenesis inhibitors, alamar blue (AID 488966). 340,000 tested, 0.02% active. inhibition, % at 100 µM; hits with a dose series show IC50 in µM. E. coli UTI89 K1F phage lysis, alamar blue, 2 h; higher % means a stronger effect;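 active = phage lysis inhibition, versus mean bacterial control, above a set limit; inconclusive = no clear call, values can overlap the other calls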;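 note: capsule biogenesis inhibitors block K1F phage lysis so surviving cells raise fluorescence; higher fluorescence means more inhibition of phage lysis; actives were called in the ten point dose series up to 300 µM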
T cell HTS vesicle-bound % – second read-out of T cell HTS, no call of its own (marks repeat the call); double positive events, %; measured here: CD8+ vesicle-bound cell fraction;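 binding gate set so that unloaded-vesicle control wells show 10% double positive cells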
Starred values were filed as active, the others as inactive; i = inactive; ? = inconclusive; · = no result given; [ ] = remark or other dose. Cut-off read from the data, not from the text of the source, unless noted: active = inhibition above about 50%; inactive = the rest.

Value order – T cell HTS	PMI inhibition	West Nile antiviral	RSV CPE inhibition	M17LAP inhibition	M1AAP inhibition	TNAP activators	human PMI inhibition	T cell HTS vesicle-bound %	K1F lysis inhibition
1) CC(C)(C)C(=O)NC(=S)Nc1cccc(C(=O)O)c1
→ i	7.3%	1.5%	2.2%	-4.9%	3.3%	1	12.6%	13.6	-0.8%
2) O=C(Oc1ccc(Cl)c2cccnc12)N1CCOCC1
→ i	8.2%	0.5%	0.7%	-5.6%	-1.7%	1.1	5.5%	12.9	0.6%
3) CCC(C)Nc1nc(CN2CCOCC2)nc2sc3c(c12)CCC3 (stereo not drawn)
→ i	-9.1%	-0.2%	6.7%	8.5%	-1.0%	1.2	-5.8%	48.2	-0.4%
4) O=C(Nc1ccc(Cn2cccn2)cc1)c1ccc(COc2cccc(Br)c2)cc1
→ i	3.7%	0.3%	-0.6%	8.0%	3.4%	1.1	12.6%	29.4	-0.4%
5) CNc1nc(Nc2ccccc2)nc(OCC(F)(F)F)n1
→ i	-7.1%	-1.1%	1.8%	-12.0%	-6.4%	1.1	-8.0%	34.7	0.3%
6) CCOC(=O)CCc1nc2ccccc2[nH]c1=O
→ i	11.4%	-0.2%	0.5%	4.0%	3.5%	1.1	13.2%	16.9	0.0%
7) COc1ccc(S(=O)(=O)NCC(=O)N(CC(=O)NCc2ccco2)Cc2ccc(F)cc2)cc1
→ i	·	-0.8%	0.4%	·	·	·	·	44.4	0.0%
8) N#Cc1cccn1-c1nccs1
→ i	0.1%	-0.1%	0.1%	13.2%	3.8%	1.1	-5.1%	8.3	0.5%
9) CN1/C(=C/c2cc[n+](C)c3ccccc23)C=Cc2ccccc21
→ ·	58.0%*	0.4%	·	7.5%	?	0.7	70.7%*	·	-0.1%
10) Cc1cc(C)c(C(=O)N2CCCC(C(=O)c3cc(F)ccc3F)C2)o1 (stereo not drawn)
→ i	7.9%	-0.5%	6.4%	6.9%	6.7%	1	12.1%	51.5	1.0%
11) COc1ccc(Nc2ccc([N+](=O)[O-])cn2)cn1
→ i	·	0.6%	0.8%	·	·	·	·	50.7	-1.7%
12) CNc1oc(-c2cccc3ccccc23)nc1C#N
→ i	2.8%	-0.1%	22.2%	-28.1%	16.1%	1.1	0.5%	7.9	-0.2%
13) O=C(NCC1CCCO1)c1c(O)c2c([nH]c1=O)CCCC2 (stereo not drawn)
→ i	5.1%	-0.2%	3.2%	5.8%	1.7%	1	-8.7%	11.4	-1.0%
14) CCNc1c([N+](=O)[O-])ncn1C
→ i	-7.0%	-0.2%	0.9%	-5.0%	1.6%	1.1	-4.1%	43.0	0.4%
15) CCCOc1ccc(C(C)=O)cc1CSCCC#N
→ i	9.6%	-0.4%	2.5%	-3.2%	11.4%	1	8.6%	23.3	0.2%
16) O=S(=O)(NCCOc1ccc(F)cc1)c1ccc2c(c1)OCCO2
→ i	1.1%	-0.3%	-1.2%	-11.7%	0.5%	1.1	0.8%	13.5	0.0%
17) Cc1ccccc1CN1C(=O)Nc2ccccc2C(=O)N1C(C)(C)C
→ i	0.5%	-0.8%	0.7%	-1.8%	-3.0%	1.1	6.9%	39.3	1.6%
18) CCN1C/C(=C\c2cccc([N+](=O)[O-])c2)C(=O)/C(=C/c2cccc([N+](=O)[O-])c2)C1
→ ·	-3.3%	-1.5%	·	-4.7%	8.5%	1	-4.8%	·	1.6%[50 µM]
19) C=CCc1c(OC)ccc2ccc(=O)oc12
→ i	0.3%	-0.1%	3.5%	-41.4%	3.4%	1.1	-4.5%	57.9	0.0%
20) C=CCOc1ccc(C(=O)n2cc(C(=O)OC)c3ccccc32)cc1
→ i	·	0.2%	0.7%	·	·	·	·	17.4	0.3%
21) CCOc1ccc(NC(=O)CSc2nc3c(c(=O)n2-c2ccccc2OC)SCC3)cc1
→ i	8.8%	0.1%	2.2%	·	·	1.1	18.9%	6.7	-0.3%
22) CCOC(=O)N1CCN(C(=O)CSc2ccccc2)CC1
→ i	7.7%	0.1%	-0.1%	7.6%	-10.7%	1.1	8.3%	20.7	0.4%
23) O=C(COC(=O)CNS(=O)(=O)c1ccccc1)NC12CC3CC(CC(C3)C1)C2
→ i	1.4%	0.3%	-0.8%	-5.3%	-0.7%	1.2	1.7%	20.3	-0.1%
24) COc1ccc(N(C(=O)CNC(=O)c2ccco2)C(C(=O)NC2CCCCC2)c2cccnc2)cc1 (stereo not drawn)
→ i	·	0.1%	-0.2%	·	·	·	·	52.3	0.1%
25) Cc1cc(C)cc(OCC(=O)OCC(=O)c2ccc3c(c2)NC(=O)CO3)c1
→ i	2.6%	0.4%	1.4%	-0.3%	1.9%	1.1	5.0%	27.5	0.2%
26) Cc1ccn2cc(-c3ccc(Br)cc3)nc2c1
→ i	·	-0.8%	7.4%	-3.6%	1.6%	·	·	23.8	1.1%
27) C/C(=N/NC(=O)c1ccncc1)c1ccc(NC(=O)c2ccc(Cl)cc2Cl)cc1
→ i	·	-0.8%	0.2%	·	·	·	·	70.8	-0.3%
28) CN(C(=O)c1ccncc1)c1nnc(-c2cccnc2)s1
→ i	8.0%	·	2.3%	3.1%	-6.3%	1.1	12.9%	46.7	0.9%
29) COc1cc(CCC(=O)OCC(=O)Nc2ccc(F)c(F)c2)cc(OC)c1OC
→ i	·	0.2%	0.8%	·	·	·	·	25.9	0.6%
30) COCCNC(=S)N1CCN(c2nc3ccccc3s2)CC1
→ i	6.5%	-1.6%	5.3%	-5.1%	-1.8%	1	7.8%	38.8	0.6%
31) CC(C)(C)n1nc2c(c1NC(=O)c1cc(Cl)ccc1[N+](=O)[O-])CS(=O)(=O)C2
→ i	·	0.0%	0.0%	·	·	·	·	43.0	-0.2%
32) O=c1c2cn[nH]c2[nH]c(=S)n1-c1cccc(Cl)c1
→ i	2.6%	-0.2%	1.0%	-23.6%	-3.2%	1.6	5.6%	43.5	0.1%
33) Cc1nnc(NC(=O)CCSc2ccccc2)s1
→ i	12.0%	0.5%	0.1%	15.4%	6.5%	1.1	15.7%	17.6	2.9%
34) Cc1ccc(S(=O)(=O)NCC(c2cccnc2)N(C)C)cc1 (stereo not drawn)
→ i	5.0%	-0.1%	0.5%	-0.3%	7.5%	1.1	10.3%	30.0	0.6%
35) O=C(C1CCN(S(=O)(=O)N2CCOCC2)CC1)N1CCN(Cc2ccc3c(c2)OCO3)CC1
→ ·	-1.8%	-0.3%	·	-7.3%	-10.8%	0.9	-1.2%	·	1.5%
36) Cc1cc(=O)[nH]c(N/N=C/c2c(C)oc3ccccc23)n1
→ i	2.2%	-0.9%	1.0%	-4.6%	3.0%	1.1	-7.3%	34.8	0.2%
37) O=C(NCc1ccco1)C(=S)N1CCCC1
→ i	-0.5%	0.3%	3.3%	-5.0%	6.6%	1.2	0.0%	12.7	0.0%
38) Cc1ccc(OCC(=O)Nc2ccc3c(c2)OCO3)c(C)c1
→ i	-2.1%	0.2%	2.8%	-1.0%	0.2%	1.1	-0.3%	20.0	0.2%
39) Cc1ccc(CNC(=S)Nc2ccc(OC(F)F)cc2C)cc1
→ i	-10.7%	-0.9%	1.2%	0.1%	9.3%	1	-1.3%	53.3	2.3%[50 µM]
40) O=C(NC1CCCCCCC1)C1CCC(CNc2c(N3CCCC3)c(=O)c2=O)CC1 (stereo not drawn)
→ i	11.6%	0.4%	2.4%	7.1%	0.0%	1.1	11.8%	48.2	0.2%
41) Cc1cccc(N/C(N)=N/c2nc(C)cc(=O)[nH]2)c1
→ i	-4.3%	0.2%	1.6%	-1.2%	-7.1%	1.1	-5.6%	45.8	-0.6%
42) COc1ccc(C2=[N+]([O-])C(C)(C)C(c3ccccc3)=N2)cc1
→ i	-2.6%	-0.3%	-0.4%	6.4%	9.2%	1	-4.4%	51.8	-0.7%
43) Cn1cc(Br)c(NC(=O)/C=C/C(=O)O)n1
→ i	·	-0.5%	3.0%	-4.0%	2.5%	·	·	49.1	-0.6%
44) CCN(CCn1cccn1)Cc1cn[nH]c1-c1ccc(-c2ccccc2)cc1
→ i	-5.0%	-0.6%	-0.4%	6.9%	-1.6%	1	0.0%	39.2	0.5%
45) Cc1ccc(S(=O)(=O)NCC2CCC(C(=O)NCCCN3CCOCC3)CC2)cc1 (stereo not drawn)
→ i	-1.4%	0.0%	-0.2%	4.6%	8.9%	1.1	8.4%	32.7	-0.1%
46) CCCCc1c(O)n2c(nc3ccccc32)[nH]c1=O
→ i	1.1%	0.2%	3.2%	21.8%	8.2%	0.7	0.3%	48.6	4.3%
47) COc1ccc(-n2c(SCC(=O)Nc3ccc(NC(C)=O)cc3)nc3c([nH]c4ccccc43)c2=O)cc1OC
→ i	·	0.3%	5.7%	·	·	·	·	13.5	0.2%
48) O=S(=O)(NCCN1CCCC1)c1ccc(Br)cc1
→ i	·	-0.3%	0.5%	·	·	·	·	17.6	0.3%
49) CCCc1cc(=O)[nH]c(SCC(=O)c2ccc3c(c2)OCCO3)n1
→ i	3.5%	1.1%	1.8%	28.1%	6.2%	1.1	13.5%	47.0	2.0%[50 µM]
50) N#Cc1c(N)nc2c(c1N)CC(C(F)(F)F)O2 (stereo not drawn)
→ i	-6.4%	0.7%	1.7%	-2.6%	11.3%	1.1	6.5%	52.6	0.1%
51) Nc1nc(N2CCN(C(c3ccccc3)c3ccccc3)CC2)n[nH]1
→ i	-6.3%	0.1%	0.7%	2.1%	-1.0%	1	0.3%	60.3	-0.5%
52) CC1COc2ccccc2N1S(=O)(=O)c1cc(Cl)ccc1Cl (stereo not drawn)
→ i	·	-0.9%	?	·	·	·	·	46.1	0.1%
53) Cc1onc(-c2ccccc2)c1C(=O)N1CCCN(C(=O)c2c(-c3ccccc3)noc2C)CC1
→ i	-1.6%	0.7%	3.0%	5.1%	6.9%	1.1	-0.1%	44.3	0.1%
